Assay outcomes as filed in PubChem.
Lipid storage S3: qHTS Assay for Lipid Storage Modulators in Drosophila S3 Cells | Drosophila S3 cells, BODIPY lipid droplet fluorescence, 18-24 h; cells fed with added oleic acid | Potency in µM for hits, for the others lipid storage change, negative = inhibition, % at the top dose, mostly 46.1 µM | 0.64% of 320,000 active; active means well fitted inhibition curve with a large enough effect in the signal ratio, with a control signal flat, not every such curve was filed as active; inconclusive means small, poorly fitted or top-dose-only effect, or effect the other way, or a change in a side signal; the % refers to the signal ratio
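Drosophila S3 cells got compounds at several concentrations plus oleic acid (400 uM solution). Laser-scanning cytometry with 488 nm excitation read lipid droplets at 500-530 nm and cells at 575-640 nm. Percent activity was relative to 20 uM Triacsin C.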
Lipid storage S3 cell count max: also measured in Lipid storage S3; calls as there; cell number change, %; measured here: cell count max response;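 cells counted by Cell Tracker Red CMTPX staining in the red channel; peak over a dose series mostly up to 46.1 µM; percent activity relative to internal control wells on each plate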
* hit, by the source's call; & = joins results of further samples. On the % scale 0 is the no-effect control and ±100 the full control effect; potency means the concentration at half of the fitted maximal effect.

Screening COc1ccc(C(C)=O)cc1Cc1c(O)[nH]c(=S)[nH]c1=O returned Lipid storage S3 4% and Lipid storage S3 cell count max 7.
`C=CCn1c(=O)c(C=Nc2cccc([N+](=O)[O-])c2)c(O)n(CCCC)c1=O` gave Lipid storage S3 1%.
COc1ccc(N2C(=O)NC(=O)/C(=C\c3cn(C)c4ccccc34)C2=O)cc1 was read as Lipid storage S3 inconclusive.
For O=[N+]([O-])c1ccc(N2CCNCC2)c(Cl)c1 the results were Lipid storage S3 -6% and Lipid storage S3 cell count max 5.
CSCCC(N=Cc1c(O)n(-c2ccc(F)cc2)c(=O)[nH]c1=O)C(=O)OC(C)(C)C (centres undefined) was read as Lipid storage S3 inconclusive.
`COC(=O)c1ccccc1NC(=O)Cn1c(=O)oc2ccc(Cl)cc21` gave Lipid storage S3 inconclusive.
For Cc1ccc(S(=O)(=O)N2CCCCC2)cc1NC(=O)CN1CC=C(c2ccccc2)CC1 the results were Lipid storage S3 inconclusive.
For CCOC(=O)C(O)(c1cn(C)c2ccccc12)C(F)(F)F (centres undefined) the results were Lipid storage S3 0% and Lipid storage S3 cell count max 3.
For Cc1ccc(S(=O)(=O)CC(C)(O)C(=O)Nc2cccc(C(F)(F)F)c2)cc1 (centres undefined) the results were Lipid storage S3 -6% and Lipid storage S3 cell count max -11.
For COc1ccc(CNCCc2cccc(F)c2)c2ccccc12 the results were Lipid storage S3 inconclusive.
Screening O=C(O)C1=CC2c3ccccc3C1c1ccccc12 returned Lipid storage S3 inactive and Lipid storage S3 cell count max 2.
For CC1C(OC(=O)CCC(=O)NC(C)(C)CO)O[C@H]2OC3(C)CC[C@H]4[C@H](C)CCC1C24OO3 (some centres undefined) the results were Lipid storage S3 19%.
Screening CCCNC(=O)N1[C@H]2CC[C@@H]1C(C(=O)OC)=C(c1ccc(OC(F)(F)F)cc1)C2 returned Lipid storage S3 inconclusive.
CC(C(O)c1ccccc1)N(C)CCn1cnc2c1c(=O)n(C)c(=O)n2C (centres undefined) was read as Lipid storage S3 16% and Lipid storage S3 cell count max 3.
Screening Cc1ccc(OP(=O)(NCc2ccccc2)Oc2ccc(C)cc2)cc1 returned Lipid storage S3 inconclusive.

Among those listed so far, seven have nitrogen in an aromatic ring:
Screening COc1ccc(C(C)=O)cc1Cc1c(O)[nH]c(=S)[nH]c1=O returned Lipid storage S3 4% and Lipid storage S3 cell count max 7.
`C=CCn1c(=O)c(C=Nc2cccc([N+](=O)[O-])c2)c(O)n(CCCC)c1=O` gave Lipid storage S3 1%.
COc1ccc(N2C(=O)NC(=O)/C(=C\c3cn(C)c4ccccc34)C2=O)cc1 was read as Lipid storage S3 inconclusive.
CSCCC(N=Cc1c(O)n(-c2ccc(F)cc2)c(=O)[nH]c1=O)C(=O)OC(C)(C)C (centres undefined) was read as Lipid storage S3 inconclusive.
`COC(=O)c1ccccc1NC(=O)Cn1c(=O)oc2ccc(Cl)cc21` gave Lipid storage S3 inconclusive.
For CCOC(=O)C(O)(c1cn(C)c2ccccc12)C(F)(F)F (centres undefined) the results were Lipid storage S3 0% and Lipid storage S3 cell count max 3.
CC(C(O)c1ccccc1)N(C)CCn1cnc2c1c(=O)n(C)c(=O)n2C (centres undefined) was read as Lipid storage S3 16% and Lipid storage S3 cell count max 3.

(further entries)
Screening O=c1[nH]c(=O)n(Cc2ccccc2Cl)c(O)c1/C=C1/C=CC=N1 returned Lipid storage S3 inconclusive.
`CCCN1CCCC(C(=O)c2cc(C)c(OC)c(C)c2)C1` (centres undefined) gave Lipid storage S3 -12% and Lipid storage S3 cell count max -13.
For CC(C)(C)n1cc(C(=O)c2ccccc2)cc1-c1ccccc1 the results were Lipid storage S3 -2% and Lipid storage S3 cell count max -9.
For CCCCn1c(=O)c(C(=O)NCc2ccccc2OC)c(O)c2ccccc21 the results were Lipid storage S3 inconclusive.
For CCC(CC)C1C(C#N)=C(N)Oc2c1c(=O)oc1ccccc21 (centres undefined) the results were Lipid storage S3 -5% and Lipid storage S3 cell count max -15.
Screening CCCCn1c(O)c(C(CC)=NCCCn2ccnc2)c(=O)[nH]c1=O returned Lipid storage S3 7% and Lipid storage S3 cell count max 17.
Screening Cc1ccc(CN2CCCN(Cc3ccc(C)cc3)S2(=O)=O)cc1 returned Lipid storage S3 inactive.
For Cc1ccccc1NS(=O)(=O)c1ccc(OCC(=O)N2CCN(C)CC2)cc1 the results were Lipid storage S3 0% and Lipid storage S3 cell count max 6.
For CC(C)NCC(O)c1ccc(C2CCCC2)cc1 (centres undefined) the results were Lipid storage S3 -9% and Lipid storage S3 cell count max -8.
`Cc1cc(OC(=O)CCCNC(=O)OC(C)(C)C)c2c3c(c(=O)oc2c1)CCC3` gave Lipid storage S3 inconclusive.
`O=P(CN1CCN(c2ccccc2)CC1)(N1CCCCC1)N1CCCCC1` gave Lipid storage S3 inconclusive.
Screening Nc1c(Br)cc([N+](=O)[O-])cc1[N+](=O)[O-] returned Lipid storage S3 -18% and Lipid storage S3 cell count max -4.
`O/N=C1/C(=C\c2ccccc2)N2CCC1CC2` gave Lipid storage S3 12% and Lipid storage S3 cell count max 3.
Screening CCCCn1c(NS(=O)(=O)c2ccc(C)cc2)c(C(=O)OCC)c2nc3ccccc3nc21 returned Lipid storage S3 inconclusive.
For C[N+]12CCC(CC1)C(C(O)(c1ccccc1)c1cccs1)C2 (centres undefined) the results were Lipid storage S3 inconclusive.
`CCCCC(=O)N/N=C/c1c(O)n(CCC2=CCCCC2)c(=O)[nH]c1=O` gave Lipid storage S3 inconclusive.
For CN1C(=O)COc2c(C(=O)NC3CN4CCC3CC4)cc(Cl)cc21 (centres undefined) the results were Lipid storage S3 -2% and Lipid storage S3 cell count max -19.
O=C(O)c1cccc2c1NC(C(=O)O)C1CC(Sc3ccccc3[N+](=O)[O-])C(Cl)C21 (centres undefined) was read as Lipid storage S3 12% and Lipid storage S3 cell count max 10.
Screening CCOc1ccc(N=Cc2c(O)n(-c3cc(C)cc(C)c3)c(=O)[nH]c2=O)cc1 returned Lipid storage S3 -5% and Lipid storage S3 cell count max 7.
For O=C1NC(=O)N(c2ccccc2)C(=O)/C1=C\c1ccccc1[N+](=O)[O-] the results were Lipid storage S3 0% and Lipid storage S3 cell count max 17.
`Cc1cc(O)c2c(C)c(CC(=O)N3C[C@H]4C[C@@H](C3)c3cccc(=O)n3C4)c(=O)oc2c1` gave Lipid storage S3 -4% and Lipid storage S3 cell count max 4.
Screening COc1ccc(S(=O)(=O)Cc2ccc(C(=O)N3CCC4(CC3)OCCO4)o2)cc1 returned Lipid storage S3 inconclusive.
Screening CCOP(=O)(OCC)C(CC)N1CCOCC1 (centres undefined) returned Lipid storage S3 -1% and Lipid storage S3 cell count max 2.
For COC(=O)CC1(CC(=O)OC)C(=O)NC(=O)NC1=O the results were Lipid storage S3 inconclusive.
For Clc1cccc(Cl)c1CN1CCN(c2ccccc2)CC1 the results were Lipid storage S3 inconclusive.
Screening CN1CCN(c2ccc([N+](=O)[O-])cc2Cl)CC1 returned Lipid storage S3 -13% and Lipid storage S3 cell count max 4.
`Fc1ccc(NC2=NCCS2)cc1Cl` gave Lipid storage S3 inactive.
`CCOP(=O)(OCC)C(NC(C)=O)C(Cl)(Cl)Cl` (centres undefined) gave Lipid storage S3 -9% and Lipid storage S3 cell count max -4.
`CC1(C)CC(n2[nH]c(=O)c3c2NC(=O)CSC3c2ccc(F)cc2)CCO1` (centres undefined) gave Lipid storage S3 5% and Lipid storage S3 cell count max 1.
O=[N+]([O-])[N-][n+]1cnn(Cc2ccc(Cl)cc2)c1 was read as Lipid storage S3 inconclusive.
For Cn1c(=O)cc(OCC(=O)N2CCN(Cc3ccc4c(c3)OCO4)CC2)c2ccccc21 the results were Lipid storage S3 inconclusive.
`COC(=O)C1=C(c2ccc(-c3ccccc3)c(F)c2)C[C@@H]2CC[C@H]1N2C(=O)N1CCc2cc(OC)c(OC)cc2C1` gave Lipid storage S3 inconclusive.
Cc1cccc(CN2CCCC(C(=O)c3ccc4c(c3)OCO4)C2)n1 (centres undefined) was read as Lipid storage S3 13% and Lipid storage S3 cell count max 11.
Screening c1cncc(C2Nc3cccc4cccc(c34)N2)c1 returned Lipid storage S3 8%&-13% and Lipid storage S3 cell count max 4.
CCOC(=O)C1(CCc2ccccc2)CCN(CC(O)CO)CC1 (centres undefined) was read as Lipid storage S3 18% and Lipid storage S3 cell count max -15.
For NN=C(N)N the results were Lipid storage S3 inactive.
Screening O=c1[nH]c(=O)n(C2CCCCC2)c(O)c1/C=N/N1CCCCC1c1cccnc1 (centres undefined) returned Lipid storage S3 inconclusive.
`CCc1nc2ccccc2c(=O)n1-c1ccccc1[N+](=O)[O-]` gave Lipid storage S3 14% and Lipid storage S3 cell count max 7.
For Cc1c2cnn(CC(=O)N3CCC4(CC3)OCCO4)c(=O)c2c(C)n1Cc1ccccc1F the results were Lipid storage S3 inconclusive.
For O=C(O)C1C2CCC(O2)C1C(=O)NC1CCCCC1 (centres undefined) the results were Lipid storage S3 inconclusive.
Screening CCOP(=O)(CN(CC)CCNP(=O)(OCC)OCC)OCC returned Lipid storage S3 -18% and Lipid storage S3 cell count max -11.
CNC(=O)c1cccn(Cc2ccc(C(F)(F)F)cc2)c1=O was read as Lipid storage S3 inconclusive.
`C=CCn1c(O)c(C=NCCN2CCNCC2)c(=O)[nH]c1=O` gave Lipid storage S3 inconclusive.
CC(C)OCCCNC(=O)c1c(N)n(Cc2cccs2)c2nc3ccccc3nc12 was read as Lipid storage S3 inconclusive.
For O=C(c1cc2ccccc2oc1=O)N1CCC2(CC1)OCCO2 the results were Lipid storage S3 26%.
`CC(C)OC(=O)c1c(N)n(CC2CCCO2)c2nc3ccccc3nc12` (centres undefined) gave Lipid storage S3 inconclusive.
O=c1c2ccccc2nc(-c2ccoc2)n1-c1ccccc1 was read as Lipid storage S3 inconclusive.
`COc1cc(C(=O)OC2C[C@H]3CC[C@@H](C2)N3)ccc1O` (some centres undefined) gave Lipid storage S3 4% and Lipid storage S3 cell count max 8.
`CNP(=S)(NC)OCCOc1ccc(OC)cc1` gave Lipid storage S3 inconclusive.
`N#CC1(c2ccccc2)CCN(C2CC(=O)N(c3ccc4c(c3)OCO4)C2=O)CC1` (centres undefined) gave Lipid storage S3 23% and Lipid storage S3 cell count max -8.
For COc1ccc(CCn2c(O)c(C=Nc3ccccc3F)c(=O)[nH]c2=O)cc1OC the results were Lipid storage S3 4% and Lipid storage S3 cell count max 5.
`CCOc1ccc2[nH]c(=O)c(CN(CCO)C3(c4nnnn4C4CCCCC4)CCCCC3)cc2c1` gave Lipid storage S3 inconclusive.
For CN1CCC(N(C)c2ccc(C(N)=O)cc2[N+](=O)[O-])CC1 the results were Lipid storage S3 inconclusive.
For O=C(O)c1ccc(-[n+]2c(-c3ccccc3)cc(-c3ccccc3)cc2-c2ccccc2)cc1 the results were Lipid storage S3 inconclusive.
Screening CCCCCn1c(=O)c(C(=O)Nc2c(C)n(C)n(-c3ccccc3)c2=O)c(O)c2ccccc21 returned Lipid storage S3 -9% and Lipid storage S3 cell count max -14.
Screening CC(C)=CCOc1c2occc2cc2ccc(=O)oc12 returned Lipid storage S3 inconclusive.
For COc1ccc(C=C2C(=O)N(C)C(=O)N(C)C2=O)cc1COc1ccc(NC(C)=O)cc1 the results were Lipid storage S3 3% and Lipid storage S3 cell count max 12.
Screening COc1ccc(-n2nc(C(=O)NCC(=O)N3CCC4(CC3)OCCO4)c3ccccc3c2=O)cc1OC returned Lipid storage S3 inconclusive.
CN1CCN(c2ccc(C=O)cc2)CC1 was read as Lipid storage S3 23µM* and Lipid storage S3 cell count max -18*.
O=C(O)c1cccc(N=Nc2c(O)[nH]c(=O)[nH]c2=O)c1 was read as Lipid storage S3 -7% and Lipid storage S3 cell count max -11.
`Cc1c(N=Cc2c(O)n(CCc3ccc(F)cc3)c(=O)[nH]c2=O)c(=O)n(-c2ccccc2)n1C` gave Lipid storage S3 inconclusive.
CCOP(=O)(OCC)C(C)(C)NC(=O)C(Cl)(Cl)Cl was read as Lipid storage S3 3% and Lipid storage S3 cell count max -10.
`CC(CN(C)C1CCN(C)CC1)c1ccccc1` (centres undefined) gave Lipid storage S3 -9% and Lipid storage S3 cell count max 14.
For O=C1/C(=C/c2ccccc2Cl)N2CCC1CC2 the results were Lipid storage S3 -6% and Lipid storage S3 cell count max 16.
For CNCCCc1ccccc1 the results were Lipid storage S3 -15% and Lipid storage S3 cell count max -20.
For COC(=O)c1c(C)[nH]c(C(=O)C(Cc2ccccc2)N(C)C)c1C (centres undefined) the results were Lipid storage S3 inconclusive.
O=C(Cc1ccccc1)OCCN1CCOCC1 was read as Lipid storage S3 inconclusive.
`O=C(c1ccc2c(c1)ncn2-c1ccc(F)cc1F)N1CCC2(CC1)OCCO2` gave Lipid storage S3 5% and Lipid storage S3 cell count max 7.
For CC1=CC(=C2C(=O)NC(=S)NC2=O)C=C(C(F)(F)F)N1CCc1ccccc1 the results were Lipid storage S3 -5% and Lipid storage S3 cell count max -14.
Screening CCOC(=O)C1=C(NC(=S)NC(=O)c2ccccc2)c2ccccc2CC12CCCC2 returned Lipid storage S3 inconclusive.
Screening CCc1cc(=O)oc2c(C)c(OCC(=O)N3C[C@H]4C[C@@H](C3)c3cccc(=O)n3C4)ccc12 returned Lipid storage S3 inconclusive.
Fc1ccccc1CN1CCN(c2ccc(Cl)cc2)CC1 was read as Lipid storage S3 inconclusive.
Screening O=C(c1cc2ccccn2n1)N1CCC2(CC1)OCCO2 returned Lipid storage S3 inconclusive.
For Cc1[nH]c2ccccc2c1CCNCc1cccnc1 the results were Lipid storage S3 inactive and Lipid storage S3 cell count max 3.
O=C(C1CC(c2ccc(Cl)c(Cl)c2)=NO1)N1CCC2(CC1)OCCO2 (centres undefined) was read as Lipid storage S3 inactive.

An excerpt; rates above refer to the full screens.
